High-throughput results as filed in PubChem BioAssay.
CHRM1 PAM = potentiates human M1 receptor response to acetylcholine | hit rate 0.088% among 360,000 | activation, % at 3 µM | CHO-K1 hM1, Fluo-8 calcium fluorescence, ACh EC20; 0% = ACh EC20, 100% = maximal ACh; in the data active = activation above about 19%, passing the limit was not always enough
Target sequence (P11229 whole entry, looked up): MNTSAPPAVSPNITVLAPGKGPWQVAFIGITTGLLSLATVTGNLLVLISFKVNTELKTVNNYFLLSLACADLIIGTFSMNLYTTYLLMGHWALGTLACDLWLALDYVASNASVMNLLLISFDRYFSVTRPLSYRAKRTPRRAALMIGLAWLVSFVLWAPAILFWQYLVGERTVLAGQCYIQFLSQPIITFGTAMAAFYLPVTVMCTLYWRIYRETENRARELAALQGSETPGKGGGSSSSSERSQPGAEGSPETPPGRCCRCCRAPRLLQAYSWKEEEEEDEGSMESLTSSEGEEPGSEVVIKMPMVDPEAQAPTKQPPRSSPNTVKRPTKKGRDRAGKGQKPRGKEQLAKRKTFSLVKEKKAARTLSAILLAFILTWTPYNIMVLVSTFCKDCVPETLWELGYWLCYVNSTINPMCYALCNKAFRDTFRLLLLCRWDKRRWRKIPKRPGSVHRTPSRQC
M4 antag = antagonists of human muscarinic M4 receptor (CHRM4) | P08173 | CHO-hM4 cells, ACh EC80, Fluo-8 calcium fluorescence | inhibition, % at 3 µM | hit rate 0.73% among 360,000 | AID 624125;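 active = inhibition above its plate's cutoff, the mean inhibition of sample wells plus 3 SD, cut at about 27% in these data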;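 also: 0% = acetylcholine EC80 with DMSO and 100% = DMSO without agonist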
Target sequence (P08173 whole entry, looked up): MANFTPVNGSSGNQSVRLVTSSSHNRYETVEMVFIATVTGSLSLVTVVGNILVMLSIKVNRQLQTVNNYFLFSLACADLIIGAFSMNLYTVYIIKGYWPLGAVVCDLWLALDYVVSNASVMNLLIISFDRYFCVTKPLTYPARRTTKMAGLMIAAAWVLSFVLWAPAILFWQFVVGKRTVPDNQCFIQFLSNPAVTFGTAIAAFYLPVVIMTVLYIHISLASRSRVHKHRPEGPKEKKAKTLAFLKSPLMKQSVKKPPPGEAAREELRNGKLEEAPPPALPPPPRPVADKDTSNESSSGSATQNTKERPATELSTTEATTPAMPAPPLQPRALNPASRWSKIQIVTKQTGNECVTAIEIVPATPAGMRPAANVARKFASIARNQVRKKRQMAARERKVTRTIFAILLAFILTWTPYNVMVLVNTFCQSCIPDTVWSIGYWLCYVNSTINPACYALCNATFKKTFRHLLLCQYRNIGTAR
M4 ag = CHRM4 agonism in calcium assay. P08173. CHO-K1 hM4/Gqi5, Fluo-8 calcium fluorescence; vehicle 0%, full acetylcholine response 100%. activation, % at 3 µM. hit rate 0.14% among 360,000. AID 624127;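 active = activation above the run mean over all test wells plus 3 SD, cut at about 32% in these data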;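 also: peak over basal fluorescence ratio per well then scaled between controls; 0% = DMSO wells and 100% = acetylcholine at EC100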
CRFR2-BP ag = CRF-BP/CRF-R2 complex agonism; HEK293 CRF-R2/CRF-BP, calcium dye fluorescence (FLIPR); percent of saturating CRF peptide response; activation, % at 13.2 µM; hit rate 0.46% among 350,000;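 active = activation of at least 50%, plus an integration ratio under a set limit after plate pattern correction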;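 also: plate controls were neutral control wells without compound for no effect and CRF at EC100 for full effect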
CHRM5 antagonist = CHRM5 antagonism in calcium assay; AID 624040; inhibition, % at 3 µM; CHO-hM5 cells, Fluo-8 calcium fluorescence, ACh EC80; hit rate 0.59% among 360,000; P08912;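 active = inhibition above a per-plate cutoff, the mean of that plate's test compounds plus 3 SD, cut at about 27% in these data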;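 also: 0% = acetylcholine EC80 with DMSO and 100% = DMSO without agonist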
M5 ag = CHRM5 agonism in calcium assay. P08912. CHO-K1 hM5 cells, Fluo-8 calcium fluorescence; 0% DMSO wells, 100% maximal acetylcholine response. activation, % at 3 µM. hit rate 0.19% among 360,000;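 active = activation above the run's mean over test compounds plus 3 SD, cut at about 23% in these data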;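 also: signal is peak over basal fluorescence ratio across the kinetic read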
M1 antag = human CHRM1 antagonism. CHO-K1 hM1, Fluo-8 calcium fluorescence, ACh EC80 antagonist. inhibition, % at 3 µM. hit rate 1.3% among 360,000;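 active = percent inhibition above its own plate's cutoff, namely the mean of that plate's compound wells plus 3 SD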;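 also: peak over basal fluorescence ratio during 140 s after agonist addition; 0% = ACh EC80 plus DMSO and 100% = DMSO alone without agonist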
CHRM5 PAM = CHRM5 positive allosteric modulation | hit rate 0.3% among 360,000 | CHO-K1 hM5, Fluo-8 calcium, ACh EC20 PAM; 0% = ACh EC20, 100% = ACh EC100 | activation, % at 3 µM | P08912;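 active = activation above the run cutoff, the mean activation of all test compounds plus 3 SD, cut at about 18% in these data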
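system = human M5 receptor in CHO-K1 cells | compound = one concentration, 3 µM final (nominal) | schedule = Post-acetylcholine fluorescence recording 140 s | signal = Fluo-8 calcium dye fluorescence, kinetic read | benchmarks = low control EC20 acetylcholine (0%), high control EC100 acetylcholine (100%) | repeats = singlicate, one well per test compound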
CHRM4 PAM = positive allosteric modulators of human muscarinic M4 receptor. P08173. CHO-K1 hM4/Gqi5, Fluo-8 calcium fluorescence, ACh EC20; 0% = ACh EC20, 100% = maximal ACh. activation, % at 3 µM. hit rate 0.4% among 360,000;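 active = activation above its plate's cutoff, the mean activation of sample wells plus 3 SD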; also: some results filed as inactive read as strong as hits
Starred values were filed as active, the others as inactive; / = not tested or not shown.

No. | Compound | M5 ag | M4 ag | CHRM5 PAM | CHRM1 PAM | CRFR2-BP ag
1 | O=C(CC12CC3CC(CC(C3)C1)C2)NCO | 0 | 1 | 0 | 9 | -3.9
2 | CC(C)c1nc2scc(-c3ccc(Cl)cc3)c2c(=O)n1N | 6 | 11 | -20 | 9 | 0.1
3 | COc1ccc(-n2c(=O)c(NC(=O)c3ccccc3)c3n(c2=S)CCCCC3)cc1 | -1 | 1 | 4 | 8 | 0.6
4 | COc1ccc(CCN2CC(C(=O)Nc3ccc4c(c3)OCO4)CC2=O)cc1OC (centres undefined) | -1 | 2 | 4 | 13 | 0.1
5 | COC(=O)CSc1[nH]c(=O)cc(C)c1C#N | 0 | 0 | 1 | 7 | -0.8
6 | COC(=O)Nc1ccc(S(=O)(=O)Nc2cc(OC)nc(OC)n2)cc1 | -1 | 0 | -1 | 3 | 0.4
7 | O=C(CSc1ncn[nH]1)Nc1ccccc1Sc1ccccc1 | 3 | 2 | 6 | 13 | 1.2
8 | CSc1ccc(S(=O)(=O)N2CC(=O)Nc3ccccc32)cc1 | 1 | 1 | 2 | 13 | -0.3
9 | CC(=O)Nc1cccc(NC(C)=O)n1 | -5 | 0 | -7 | 0 | 2.0
10 | CCCc1c(C)nc2ccccc2c1SCCC#N | -8 | 2 | 6 | 0 | 0.5
11 | O=C(Cc1cccs1)NCc1ccc(Cl)cc1 | -5 | 0 | -5 | 2 | 0.9
12 | CC1(C)CC(=O)C=C(Nc2ccc(F)c(Cl)c2)C1 | -4 | 2 | -2 | 6 | 0.4
13 | Cc1ccc(N2CC(C(=O)Nc3nnc(SCc4ccccn4)s3)CC2=O)cc1 (centres undefined) | -4 | 3 | 1 | -2 | -0.9
14 | CCOc1cc(NC(=O)c2ccccc2[N+](=O)[O-])c(OCC)cc1NC(=O)CC(C)C | 0 | 2 | -2 | 5 | -0.7
15 | CCN1C(=O)[C@H]2[C@@H](c3ccc(-c4ccc(OC)cc4)cc3)N3CCC[C@@]3(C(=O)OC)[C@H]2C1=O | 1 | 8 | -7 | -1 | -0.6

No. | CHRM4 PAM | M1 antag | CHRM5 antagonist | M4 antag
1 | 20 | -12 | 0 | -2
2 | -20 | 0 | 18 | 6
3 | 13 | -12 | 7 | -1
4 | -2 | -13 | 3 | -7
5 | 16 | -15 | -5 | -1
6 | -2 | 1 | 0 | 1
7 | 3 | -9 | -4 | 1
8 | -7 | -25 | 3 | -4
9 | -3 | -15 | 0 | 5
10 | 0 | 5 | -9 | 0
11 | 2 | -6 | 1 | -4
12 | 2 | -6 | -2 | -2
13 | 0 | 2 | -5 | 3
14 | 5 | -2 | 1 | 6
15 | -1 | 5 | 6 | -8

10 entries already listed, sorted by SMILES length, rising:
No. | Compound | M5 ag | M4 ag | CHRM5 PAM | CHRM1 PAM | CRFR2-BP ag
9 | CC(=O)Nc1cccc(NC(C)=O)n1 | -5 | 0 | -7 | 0 | 2.0
10 | CCCc1c(C)nc2ccccc2c1SCCC#N | -8 | 2 | 6 | 0 | 0.5
11 | O=C(Cc1cccs1)NCc1ccc(Cl)cc1 | -5 | 0 | -5 | 2 | 0.9
1 | O=C(CC12CC3CC(CC(C3)C1)C2)NCO | 0 | 1 | 0 | 9 | -3.9
7 | O=C(CSc1ncn[nH]1)Nc1ccccc1Sc1ccccc1 | 3 | 2 | 6 | 13 | 1.2
8 | CSc1ccc(S(=O)(=O)N2CC(=O)Nc3ccccc32)cc1 | 1 | 1 | 2 | 13 | -0.3
6 | COC(=O)Nc1ccc(S(=O)(=O)Nc2cc(OC)nc(OC)n2)cc1 | -1 | 0 | -1 | 3 | 0.4
13 | Cc1ccc(N2CC(C(=O)Nc3nnc(SCc4ccccn4)s3)CC2=O)cc1 (centres undefined) | -4 | 3 | 1 | -2 | -0.9
14 | CCOc1cc(NC(=O)c2ccccc2[N+](=O)[O-])c(OCC)cc1NC(=O)CC(C)C | 0 | 2 | -2 | 5 | -0.7
15 | CCN1C(=O)[C@H]2[C@@H](c3ccc(-c4ccc(OC)cc4)cc3)N3CCC[C@@]3(C(=O)OC)[C@H]2C1=O | 1 | 8 | -7 | -1 | -0.6

No. | CHRM4 PAM | M1 antag | CHRM5 antagonist | M4 antag
9 | -3 | -15 | 0 | 5
10 | 0 | 5 | -9 | 0
11 | 2 | -6 | 1 | -4
1 | 20 | -12 | 0 | -2
7 | 3 | -9 | -4 | 1
8 | -7 | -25 | 3 | -4
6 | -2 | 1 | 0 | 1
13 | 0 | 2 | -5 | 3
14 | 5 | -2 | 1 | 6
15 | -1 | 5 | 6 | -8

(continued)
No. | Compound | M5 ag | M4 ag | CHRM5 PAM | CHRM1 PAM | CRFR2-BP ag
16 | CC(C)NS(=O)(=O)c1ccc(OCC(=O)Nc2ccc3c(c2)OCO3)cc1 | 0 | 3 | -4 | 14 | -2.4
17 | O=C(CN1CCN(Cc2cccc(F)c2)CC1)Nc1ccccc1F | -5 | 1 | -1 | 3 | -0.6
18 | CCN(CC(=O)NC1CCS(=O)(=O)C1)c1nc(-c2cccnc2)nc2ccccc12 (centres undefined) | 2 | 2 | -1 | 6 | -1.5
19 | FCCCOc1ccc(-c2ccnc3ncnn23)cc1 | -5 | 1 | 8 | 9 | -0.8
20 | O=C(NCCCN1CCOCC1)c1cc(S(=O)(=O)N2CCN(c3ccccc3)CC2)ccc1Cl | -1 | 2 | 3 | 6 | -2.6
21 | CN1CCN(C(=S)Nc2ccc(Cl)cc2)CC1 | -4 | 1 | -5 | 5 | 3.3
22 | CCCc1cc(C(=O)OC)c(NC(=O)CCC(=O)O)s1 | 1 | 0 | -2 | 0 | 0.6
23 | CCCCC(=O)OCC(=O)Nc1cccc(S(=O)(=O)NC2=NCCCCC2)c1 | 1 | 0 | -1 | 9 | -1.2
24 | C(CCN1CCOCC1)CN1CCOCC1 | 4 | 1 | 3 | 3 | /
25 | CC(Sc1n[nH]c(=O)n1Cc1ccccc1)C(=O)NC1CCCCC1C (centres undefined) | -3 | 1 | 9 | 7 | -1.8
26 | Cc1cc(NS(=O)(=O)c2ccc(NC(=O)/C=C/c3cccc(Cl)c3)cc2)no1 | -2 | 0 | -9 | -3 | -0.8
27 | COc1cccc(C(=O)NNC(=S)NC2CCCCC2)c1 | 0 | 3 | 11 | 6 | 0.6
28 | Cc1cc(C)c(OCC(=O)NCC2COc3ccccc3O2)c(C)c1 (centres undefined) | -3 | 0 | -10 | 8 | 1.2
29 | COc1ccc2c(c1)c(C(=O)N/N=C/c1ccc(Br)cc1)c(C)n2C | 11 | 4 | 6 | 12 | 1.2
30 | CC1(C)[C@@H](O)CC[C@]2(C)[C@H]3C(=O)C=C4[C@@H]5C[C@@](C)(C(=O)O)CC[C@]5(C)CC[C@@]4(C)[C@]3(C)CC[C@@H]12 | 1 | 1 | -2 | -1 | 0.1

No. | CHRM4 PAM | M1 antag | CHRM5 antagonist | M4 antag
16 | -6 | -6 | 11 | 4
17 | 3 | -10 | 3 | -2
18 | -6 | -7 | -3 | 7
19 | 5 | -6 | 5 | -5
20 | 0 | -11 | 2 | -1
21 | 0 | -7 | 6 | 2
22 | 3 | -3 | 4 | 8
23 | -3 | -2 | 0 | 4
24 | 1 | 1 | 2 | -7
25 | 7 | -5 | -10 | -6
26 | -2 | 6 | -1 | 7
27 | 15 | -3 | -4 | 9
28 | 3 | 3 | 7 | 1
29 | 16 | -10 | -4 | -11
30 | 2 | -13 | -1 | -12

Next section.
No. | Compound | M5 ag | M4 ag | CHRM5 PAM | CHRM1 PAM | CRFR2-BP ag
31 | CCOc1cc(S(=O)(=O)NCc2ccco2)c(OCC)cc1-n1cnnn1 | 1 | 1 | -5 | 4 | 2.3
32 | O=C(Cc1ccccc1)NCC(=O)N1CCCCC1 | 1 | 1 | 12 | 17 | -1.8
33 | O=c1cc(C(F)(F)F)[nH]c2ccc(C(F)(F)F)cc12 | 4 | 13 | -10 | -1 | 46
34 | Cc1ccc(S(=O)(=O)N(C)C)cc1NC(=O)c1cc(=O)c2ccccc2o1 | -4 | 6 | -1 | 15 | -5.1
35 | c1ccc(CCCN2CCN(c3ccccn3)CC2)cc1 | -14 | -1 | 7 | 0 | -0.5
36 | COCCCN=C1NN=C(c2cc(C)n(Cc3ccco3)c2C)CS1 | -2 | 3 | 0 | -13 | 0.3
37 | COc1ccc(C(=O)Nc2cc(=O)n(C)c(=O)n2C)cc1OC | 1 | 0 | -6 | -2 | -1.1
38 | COc1ccc(S(=O)(=O)Nc2c(C(=O)O)[nH]c3ccc(OC)cc23)c(OC)c1 | 0 | 2 | -3 | 6 | -0.6
39 | O=C(NNC(=O)c1ccccc1C(=O)O)c1ccc(S(=O)(=O)N2CCCCC2)cc1 | -4 | 1 | 3 | 8 | -1.1
40 | CCc1ccc(C(C(=O)NC2CCCC2)N(C(=O)c2csnn2)C2CC2)cc1 (centres undefined) | -2 | 2 | 1 | 9 | 0.0
41 | C=CCn1c(C(CCCC)CC(C)O)n[nH]c1=S (centres undefined) | -1 | 0 | -7 | 0 | -1.2
42 | CCOC(=O)N1CCC(N(CCN(C)C)C(=S)Nc2ccccc2OCC)CC1 | -5 | 1 | 38* | -3 | -0.3
43 | COC(=O)c1cn(-c2ccc(F)cc2)c(=O)c2ccccc12 | 0 | 0 | -4 | 12 | 0.1
44 | Cc1cc(C(=O)OCC(=O)Nc2ccccc2Br)c(C)o1 | -1 | -1 | -3 | 0 | 2.6
45 | O=c1c2ccccc2nc(N2CCN(c3ccccc3)CC2)n1Cc1ccccc1 | 1 | -2 | 0 | 16 | 5.7

No. | CHRM4 PAM | M1 antag | CHRM5 antagonist | M4 antag
31 | 7 | -4 | -2 | 3
32 | 5 | -17 | -6 | 1
33 | 6 | -9 | 6 | -24
34 | -1 | -12 | 7 | -15
35 | -2 | 0 | -8 | 6
36 | -4 | 19 | -8 | -6
37 | -5 | 5 | 12 | 9
38 | -7 | -8 | 4 | -4
39 | 0 | -2 | 4 | -5
40 | -3 | -15 | 7 | -6
41 | -7 | -4 | 8 | 8
42 | -18 | 7 | 2 | 7
43 | -7 | -1 | 9 | 3
44 | 4 | -10 | -2 | -3
45 | 3 | -20 | -4 | -16

Additional compounds.
No. | Compound | M5 ag | M4 ag | CHRM5 PAM | CHRM1 PAM | CRFR2-BP ag
46 | Cc1cc(C)nc(SCC(=O)Nc2sc3c(c2C#N)CCC(C)C3)n1 (centres undefined) | 4 | 6 | -12 | 15 | 0.9
47 | Cc1cc(NC(=O)CCC(=O)N(c2cccc(F)c2)C(C(=O)NC2CCCC2)c2ccncc2)no1 (centres undefined) | -5 | -1 | -1 | 3 | 1.5
48 | CCN(CC)S(=O)(=O)c1cc(NC(=O)c2cc([N+](=O)[O-])ccc2N2CCOCC2)ccc1C | -6 | 6 | -5 | -11 | 0.8
49 | COC(=O)CSc1cccc2c1C(=O)CC2c1ccccc1 (centres undefined) | -1 | 11 | -15 | -6 | -1.4

No. | CHRM4 PAM | M1 antag | CHRM5 antagonist | M4 antag
46 | -3 | -17 | 2 | -1
47 | -3 | -3 | 12 | 6
48 | -13 | 1 | 16 | 11
49 | -8 | 8 | 12 | 11

Not a hit list. Share with any hit: about 2.8%.
